# NCI-60 one-dose screen, 48 h, at 10 µM unless noted. Numbers give growth in % (100 = growth as untreated, 0 = no growth, -100 = all killed).
# A498: A498 renal cancer cells. 5.4% of 76,000 active. AID 1794774
# SN12C: SN12C renal cancer cells; 3.8% of 81,000 active; AID 1794767
# 786-0: 786-0 renal cancer cells | 5.1% of 81,000 active | AID 1794775
# CAKI-1: CAKI-1 renal cancer; 4.7% of 75,000 active
# RXF 393: RXF 393 renal cancer cells | 6.9% of 77,000 active
# U251: U251 CNS tumor cells. 5.4% of 80,000 active. AID 1794753
# ACHN: ACHN renal cancer. 4.9% of 81,000 active
# UO-31: UO-31 renal cancer; 5.2% of 81,000 active; AID 1794768
# TK-10: TK-10 renal cancer cells; 3.9% of 81,000 active; AID 1794769
# An asterisk follows results filed as active; x = no result given; & = joins results of further samples; ! = a repeat was not active. How the source made its calls: active means growth percent below 10; inactive means the rest.
SMILES,A498,SN12C,786-0,CAKI-1,RXF 393,U251,ACHN,UO-31,TK-10
CCCCCCNC(=O)Oc1ccc(/C(=C(\C)c2ccccc2)c2ccc(OCCN(CC)CC)cc2)cc1,82,73,45,77,33,38,88,29,76
COc1cc2c(c(OC)c1OC)C(=O)CC(c1cccc(NC(=O)c3cc(N)ccc3Cl)c1)O2 (stereo not drawn),105,65,85,50,46,66,51,51,106
COc1cc(/C(=C2/O[C@@H]([C@H]3COC(C)(C)O3)[C@H]3OC(C)(C)O[C@@H]23)c2ccc3ccccc3c2)cc(OC)c1OC,x,25,-1.4*,39,x,18,0.9*,47,23
NCC1(O)CCCCC1,106,110,105,112,146,108,102,103,104
CNCc1c(O)ccc2ccccc12,98,109,99,x,110,96,106,82,107
O=C1CC2C=CCN2C=C1NC(=O)c1ccccc1 (stereo not drawn),102,99,99,101,105,97,104,98,93
O=C1CSC(c2cccs2)N1c1nncs1 (stereo not drawn),112,102,102,89,110,x,115,102,109
O=C(NS(=O)(=O)c1ccc(Cl)cc1)n1ccc2cc(Br)cnc21,106,105,101,86,112,106,102,80,101
CC(=O)N(N=O)c1c(Cl)cc(Br)cc1Br,84,104,102,95,111,99,101,91,121
Cc1ccc(-c2n[nH]c(=O)c3nc(NC(=S)Nc4ccc(Cl)cc4)sc23)cc1,92,105,100,x,91,98,105,83,109
CC(C)[C@H]1CC[C@H]2[C@@H](CC[C@H]3[C@](C)(CN)CCC[C@]23C)C1,81,86,73,88,87,6.8*,84,70,90
Clc1ccc(-c2noc(CN3CCOCC3)n2)cc1,82,104,95,96,96,96,x,88,99
CCOC(=O)c1nnn(Cc2cc(=O)oc3cc(C)cc(C)c23)c1C,90,97,104,100,104,99,103,85,104
Cn1cc(-c2nc(-c3cccnc3)cs2)c2ccccc21,x,97,94,92,116,96,106,101,93
O=C1CC(=O)Nc2cccc3cccc(c23)N1,126,91,99,141,101,102,90,66,x
CC(C)OC(=O)[C@H](C)NP(=O)(OC[C@H]1O[C@@H](n2cnc3sc4c(=O)[nH]c(N)nc4c32)C(F)(F)[C@@H]1O)Oc1ccccc1 (stereo partly drawn),107,99,101,94,108,94,101,91,100
Cc1ccc(-c2nc(SCC(=O)c3ccc(F)cc3)[nH]c(=O)c2C#N)cc1,107,113,100,90,105,106,101,82,99
CC(C)COC(=O)/C=C/c1ccccc1,89,103,100,94,109,96,108,85,95
COc1ccccc1/C=N/Nc1nc(C)cc(=O)[nH]1,111,97,99,117,121,105,109,86,130
CCCCn1c(=O)c(/C=C/C(=O)/C=C/c2ccc3c(c2)OCO3)cc2cc(C)ccc21,118,96,103,95,101,88,98,86,126
CSc1nc(Cl)cc(Sc2nc(N)nc3nc[nH]c23)n1,95,95,99,90,101,94,102,88,116
CCSc1cc(C)nc(N)n1,112,102,101,x,104,108,x,91,91
CCOC(=O)c1cc(-c2ccc([N+](=O)[O-])cc2)n(-c2ccc(C(=O)O)c(O)c2)c1C,76,73,71,79,39,71,69,25,101
NCC[C@@H](N)C[C@H]1O[C@@H](n2cnc3c(N)ncnc32)[C@H](O)[C@@H]1O,70,104,102,92,105,100,107,87,92
N#C/C(=C\c1ccc2c(c1)OCO2)c1cc2ccccc2[nH]1,68,87,95,60,78,75,89,66,107
COc1cc(-c2nc(C(=O)Nc3ccc(Cl)cc3)nn2-c2ccc(F)c(F)c2)cc(OC)c1OC,58,88,79,x,84,92,94,61,94
CCOC(CN(C(C)C)C(C)C)OCC,111,108,98,96,105,99,100,94,92
N#C/C(=C\c1ccc(-c2ccc(Cl)cc2)o1)c1nc(-c2ccco2)cs1,108,93,104,89,108,97,101,74,62
COC1CC(NC(C)=O)C(OC(=O)c2ccccc2)C(CBr)O1 (stereo not drawn),82,102,106,106,96,104,101,93,103
C#Cc1ccc(-n2c(/C=C/c3cc(OC)c(OC)c(OC)c3)nc3ncccc3c2=O)cc1,24,82,76,64,36,79,61,46,112
C[N+]1=C(/C=C/c2ccc(N)cc2)C(C)(C)c2ccccc21,107,x,102,98,100,54,101,87,93
CC(=O)NC1=NC(=O)/C(=C/c2ccc(Cl)cc2Cl)N1C,96,97,101,99,95,96,99,103,106
N#CC1=C(c2ccccc2)Nc2c(c(-c3ccccc3)nn2-c2ccccc2)C12C(=O)Nc1ccccc12 (stereo not drawn),69,86,72,x,x,62,77,56,75
O=c1oc2c(c3ccccc13)CCCC2O (stereo not drawn),x,96,102,94,138,100,105,92,94
O=S(=O)(O)c1cc(N=Nc2ccccc2)c(O)c2ccccc12,x,100,103,x,103,109,99,77,111
O=C(O)c1ccccc1Oc1cc(-c2ccco2)nc(OCCn2cncn2)n1,89,100,102,89,105,103,102,62,102

# Results in UO-31 and A498 (two entries from above):
Molecule,UO-31,A498
N#CC1=C(c2ccccc2)Nc2c(c(-c3ccccc3)nn2-c2ccccc2)C12C(=O)Nc1ccccc12 (stereo not drawn),56,69
O=c1oc2c(c3ccccc13)CCCC2O (stereo not drawn),92,x

# The main list resumes, repeating the 2 entries before the break.
SMILES,A498,SN12C,786-0,CAKI-1,RXF 393,U251,ACHN,UO-31,TK-10
O=S(=O)(O)c1cc(N=Nc2ccccc2)c(O)c2ccccc12,x,100,103,x,103,109,99,77,111
O=C(O)c1ccccc1Oc1cc(-c2ccco2)nc(OCCn2cncn2)n1,89,100,102,89,105,103,102,62,102
CC1(C)CC(=O)C2=C(C1)N(CCc1ccc(S(N)(=O)=O)cc1)C1=C(C(=O)CC(C)(C)C1)C2c1ccccc1[N+](=O)[O-],x,99,105,80,105,107,99,76,122
COc1ccc2cc(-c3ccnc4c(N=Nc5ccc(C)cc5)c(N)nn34)ccc2c1,95,96,103,91,103,90,103,87,103
COc1cccc(-c2nn(-c3ccccc3)cc2-c2ccnc(NCCCNS(=O)(=O)c3ccc(C)cc3)c2)c1,53,52,52,55,54,45,48,27,61
Cc1ccc(Cc2ccccc2C(=O)O)cc1,89,104,104,105,106,108,113,79,104
CCOC(=O)/C(C#N)=C\c1c(-c2cccc(NC(C)=O)c2)[nH]c2ccccc12,89,95,92,x,99,89,91,67,130
Fc1ccc(Cc2ccc(F)cc2)cc1,100,96,107,95,118,99,104,80,101
CCC(CCCCc1ccccc1)(C(=O)O)C(=O)O,81,107,103,96,106,101,106,88,106
Cc1nn(-c2cc(=O)[nH]c3ccc(Br)cc23)c(N)c1C#N,x,101,104,84,108,107,105,72,143
CCN=C1C=CC(=C(c2ccc(N(CC)CC)cc2)c2ccc(N(CC)CC)cc2)c2ccccc21,-89*,-34*,-64*,-86*,-74*,-89*,-95*,-65*,-52*
CCc1ccc2[nH]c(=O)c(C(c3nnnn3Cc3ccc(F)cc3)N3CCN(C4CCCCC4)CC3)cc2c1 (stereo not drawn),84,107,67,64,54,83,102,59,94
COc1cc(C)cc(C#N)c1O,82,88,99,95,116,98,101,91,95
N#C/C(=C\c1cn(Cc2ccccc2)c2ccccc12)C(=O)Nc1ncc(Cc2ccccc2Cl)s1,-13*,18,6.0*,-11*,41,-9.1*,-58*,-34*,6.3*
O=C1C2=C(C(=O)c3c(O)ccc(O)c31)N(c1ccc(N3CCOCC3)nc1)Cc1ccccc1O2,-50*,-85*,-84*,x,-92*,0.7*,-100*,-100*,-99*
O=C1NC(=O)[C@@H]2CC=CC[C@H]12,87,103,104,90,113,95,104,86,98
C[C@@H]1CC(=O)C2CCCC1C2=O (stereo partly drawn),99,110,113,99,101,102,115,77,93
COc1cc(CNC(=O)/C=C/c2ccc3c(c2)OCO3)ccc1OCc1cn(-c2cccc(Cl)c2)nn1,91,98,103,71,91,103,92,62,123
CCCCOc1ccc(Nc2cc(Cl)ccc2C(=O)O)cn1,102,104&94,92,94&98,104&130,97&98,90&106,6.8*!,121&112
CCOC(=O)C(=O)N(CCC(=O)O)c1ccccc1,94,77,103,97,108,94,109,96,98
Cc1cc(C)c(N=Nc2cc(C)c(N)cc2C)c(S(=O)(=O)O)c1,x,94,101,x,100,100,97,61,129
Cc1ccc(NCCN2CCCCC2)c2c(=O)c3ccccc3sc12,28,32,31,39,-30*,21,16,-17*,43
CCn1c(=O)sc2cc(Cl)ccc21,112,100,103,86,105,x,98,64,118
COC(=O)C[n+]1cccc2c3ccccc3ccc21,118,85,87,88,105,60,107,84,106
Cc1cc(C)c(S(=O)(=O)NN)c(C)c1,98,97,99,100,116,103,107,78,107
Oc1cc(O)c(Br)cc1Br,97,101,93,96,110,100,103,85,94
C[C@H](O)[C@H]1CC[C@H]2[C@@H]3CC[C@@H]4C[C@H](O)CC[C@]4(C)[C@H]3CC[C@]12C,102,100,102,95,117,96,104,83,93
COc1ccccc1CNCCCN1C(=O)c2ccc3c4c(ccc(c24)C1=O)C(=O)N(CCCCNCCCN)C3=O,88,-80*,40,94,-4.6*,-84*,28,48,37
Oc1cccc(/C=N\Nc2ccccn2)c1,137,96,93,108,131,104,103,81,126
CCCCS(=O)(=O)Nc1ccc(Cl)cc1,99,92,102,78,117,102,108,87,119
CC(=O)[C@@H]1CCC=C2CC[C@]3(C)[C@@H](CC[C@@H]4[C@@]5(C)CCCNC(C)(C)[C@@H]5CC[C@]43C)[C@H]21,70,-88*,-90*,-92*,-92*,-99*,-82*,18,-47*
O=S(=O)(c1ccccc1)n1cc(-c2csc(-c3ccc4ccccc4c3)n2)c2cc(F)ccc21,x,99,93,93,103,96,107,93,104
O=C(Cc1ccccc1Nc1c(Cl)cccc1Cl)Nn1c(O)c(C2=c3cc(Br)cc(Br)c3=NC2=O)sc1=S,x,101,103,94,127,103,106,88,99
Clc1ccc(N2N=C(c3cccc(Nc4ccncc4)c3)CC2c2ccc(Br)cc2)cc1 (stereo not drawn),72,54,105,27,x,-41*,2.3*,43,62
Cc1ccc(NC(=O)c2c(C)oc3ccc(O)c(CN4CCCCCC4)c23)cc1,64,84,85,75,81,89,94,63,93
CCCCC(CC)COC(=O)Cc1ccccc1 (stereo not drawn),82,108,101,103,114,96,114,98,97
CC(C)(C)CC(C)(C)NCC(O)COc1ccc2c(c1)CCC2 (stereo not drawn),84,93,88,82,91,94,98,68,86
CCC1=CC2CN(C1)Cc1c([nH]c3ccccc13)[C@@](C(=O)OC)(c1cc3c(cc1OC)N(C)[C@H]1[C@@](O)(C(=O)OC)[C@H](OC(C)=O)[C@]4(CC)C=CCN5CC[C@]31[C@@H]54)C2 (stereo partly drawn),-15*,37,-8.8*,44,47,11,34,52,41

# Four records picked at random from those above:
SMILES,A498,SN12C,786-0,CAKI-1,RXF 393,U251,ACHN,UO-31,TK-10
CCCCC(CC)COC(=O)Cc1ccccc1 (stereo not drawn),82,108,101,103,114,96,114,98,97
CCCCS(=O)(=O)Nc1ccc(Cl)cc1,99,92,102,78,117,102,108,87,119
Cc1ccc(NC(=O)c2c(C)oc3ccc(O)c(CN4CCCCCC4)c23)cc1,64,84,85,75,81,89,94,63,93
C[C@H](O)[C@H]1CC[C@H]2[C@@H]3CC[C@@H]4C[C@H](O)CC[C@]4(C)[C@H]3CC[C@]12C,102,100,102,95,117,96,104,83,93

# Other compounds.
SMILES,A498,SN12C,786-0,CAKI-1,RXF 393,U251,ACHN,UO-31,TK-10
CC(C)(C)C1CCC(OC(=O)c2ccccc2)CC1 (stereo not drawn),91,101,98,93,100,81,101,95,82
Cc1c(/C=C2\SC(=S)N(Cc3ccco3)C2=O)c2ccccc2n1C,55,86,102,66,104,97,93,75,106
CCc1c2ccccc2c(CC)c2ccccc12,101,x,95,92,95,90,102,75,98
CCCCCCc1cc(-c2cc(CCCCCC)nc(N)n2)nc(N)n1,99,94,102,90,100,97,94,x,99
N#CCN1CCCC1,90,98,102,95,95,93,99,69,97
NC(=O)c1c(NC(=O)c2ccc(C(F)(F)F)cc2)sc2c1CCC(=O)C2,89,12,25,-24*,-5.4*,8.0*,-47*,-86*,17
COc1ccc(CN2C(=O)NC(c3ccccc3)(c3ccccc3)C2=O)cc1,64,100,101,76,94,91,99,69,112
CCC(=O)NCCCCCCN1CCCCC1,86,96,97,100,122,104,102,93,99
Cc1nc(N2CCOCC2)sc1S(N)(=O)=O,93,95,101,97,103,93,100,86,90
CS(=O)(=O)Nc1ccc(-c2nc(-c3cccc(OCCN4CCOCC4)c3)c(-c3ccnc(Br)c3)[nH]2)cc1,99,88,80,73,84,84,93,79,110
Nc1n[nH]c2ccc([C@@H]3Nc4cc5c(cc4[C@H]4C6CCC(C6)[C@@H]34)C(=O)NC5)cc12 (stereo partly drawn),x,38,17,41,27,18,34,55,89
CC(C)(C)n1cc(-c2ccnc(NCCNS(=O)(=O)c3cccc4ccccc34)c2)c(-c2ccccc2)n1,38,81,74,87,82,67,94,53,102
O=C1/C(=C/c2ccc([N+](=O)[O-])s2)Oc2cc(Cl)ccc21,102,-2.5*,14,53,-50*,-58*,-71*,-92*,-27*
Cc1ccc(-c2c3c(N)nc(-c4ccncc4)nc3nc3c2c(C)nn3-c2ccccc2)cc1,83,27,81,73,46,x,53,93,12
CCCOc1ccc(N2CCN(c3ncnc4c3ncn4Cc3ccc(I)cc3)CC2)cc1,59,58,73,43,64,51,43,55,74
O=C(Nc1cccc(Cl)c1)Oc1cccc2c1CCC2,92,88,97,99,139,97,103,66,113

# Grouped by structure: the compounds so far containing a thiophene ring, fused or not
SMILES,A498,SN12C,786-0,CAKI-1,RXF 393,U251,ACHN,UO-31,TK-10
O=C1CSC(c2cccs2)N1c1nncs1 (stereo not drawn),112,102,102,89,110,x,115,102,109
CC(C)OC(=O)[C@H](C)NP(=O)(OC[C@H]1O[C@@H](n2cnc3sc4c(=O)[nH]c(N)nc4c32)C(F)(F)[C@@H]1O)Oc1ccccc1 (stereo partly drawn),107,99,101,94,108,94,101,91,100
NC(=O)c1c(NC(=O)c2ccc(C(F)(F)F)cc2)sc2c1CCC(=O)C2,89,12,25,-24*,-5.4*,8.0*,-47*,-86*,17
O=C1/C(=C/c2ccc([N+](=O)[O-])s2)Oc2cc(Cl)ccc21,102,-2.5*,14,53,-50*,-58*,-71*,-92*,-27*
